# Source: PubChem BioAssay (several laboratories)
# SMARCA2 act = SMARCA2 (BRM) function activators, primary screen, cell-based, luminescence, high throughput; hit rate 1% among 370,000; activation, % at 9.1 µM; MG213 cells, MMTV-luciferase reporter, dexamethasone, overnight; in the data active means activation above about 7.8%;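 further: 0% = vehicle wells and 100% = reference activator wells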
# hcDAF12 agonist = H. contortus DAF-12 nuclear receptor activators, primary screen, cell-based, luminescence, HEK293, lit1-tk-luc reporter | hit rate 1.4% among 370,000 | HEK293 hcDAF-12 lit1-tk-luc reporter; 0% DMSO, 100% Δ7-dafachronic acid | activation, % at 6.8 µM;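 active means activation above the mean of all tested compounds plus 3 SD, cut at about 5.5% in these data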;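 further: 100% = response to 3 µM Δ7-dafachronic acid high control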
# PG9 Ab binder = binders of HIV-1 gp120 antibody PG9, primary screen, biochemical, TR-FRET. inhibition, % at 6.7 µM. hit rate 0.43% among 360,000. TR-FRET gp120-PG9 antibody binding. AID 624416, 2012. HIV-1 gp120 / PG9 antibody interaction; in the data active means inhibition above about 8.5%
# ADAM17 inh = ADAM17 inhibitors, primary screen, biochemical, QFRET; Disintegrin and metalloproteinase domain-containing protein 17 (Homo sapiens), P78536; recombinant ADAM17, EDANS/DABCYL FRET peptide cleavage; hit rate 0.83% among 370,000; inhibition, % at 6.95 µM; AID 720648, 2013;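 active means inhibition above the mean of compounds lying between control limits plus 3 SD, set per campaign, cut at about 8.5% in these data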;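 further: 0% = DMSO-only wells as the low control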
# ssDAF-12 act = S. stercoralis DAF-12 nuclear receptor activators, primary screen, cell-based, luminescence, HEK293, GRIP1 co-expression, lit1-tk-luc; activation, % at 6.8 µM; hit rate 1% among 370,000; AID 652126, 2013; HEK293 ssDAF-12/GRIP1 lit1-tk-luc reporter; % of 3 µM dafachronic acid response;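 active means activation above the mean over all tested compounds plus 3 SD, cut at about 0.9% in these data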;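 further: 0% = DMSO-only wells and 100% = 3 µM delta7-dafachronic acid wells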
# hgDAF12 agonist = H. glycines DAF-12 receptor agonists, primary screen, cell-based, luminescence, HEK293, GAL4 fusion, UAS-luciferase | Nuclear hormone receptor DAF-12 (Heterodera glycines), GAL4 fusion | HEK293 GAL4-hgDAF12 UAS-luciferase reporter, agonist luminescence; normalized to butyrate control | activation, % at 6.8 µM | hit rate 1.8% among 370,000 | AID 687014, 2013;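 active means activation above a cutoff set at the mean of all screened compounds plus 3 SD, cut at about 10% in these data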;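 further: 0% = DMSO wells and 100% = sodium butyrate wells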
# DAX1 inh-1 = DAX1 (NR0B1) inhibitors on StAR promoter, primary screen, cell-based, luminescence, SF-1 (NR5A1), full-length DAX-1 | AID 652010, 2013 | HEK293T StAR-luciferase reporter, SF-1/DAX-1 repression relief | inhibition, % at 6.8 µM | hit rate 1.1% among 370,000;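 active means inhibition above the mean over all tested compounds plus 3 SD, cut at about 3.6% in these data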;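 further: 0% = DAX-1 cells with DMSO and 100% = cells lacking DAX-1 with DMSO; higher inhibition means more luminescence from relief of DAX-1 repression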
# GAA850 FXN act = FXN promoter activators, primary screen, cell-based, luciferase luminescence, HEK293 lucGAA850 | activation, % at 6 µM | HEK293 lucGAA850 FXN promoter luciferase reporter, 24 h; percent of 10 µM SAHA response | hit rate 0.56% among 360,000;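 active means activation above the average of all compounds screened plus 3 SD, cutoff fixed separately per campaign, cut at about 7.5% in these data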;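 further: 0% = DMSO wells and 100% = 10 µM SAHA wells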
# DAX1 inh-2 = DAX1 (NR0B1) inhibitors, primary screen, cell-based, HEK293, Gal4-DAX1, luciferase luminescence | hit rate 0.99% among 340,000 | inhibition, % at 6.75 µM | HEK293 Gal4-DAX1 luciferase reporter | AID 504766, 2011 | Nuclear receptor subfamily 0 group B member 1 (Homo sapiens), P51843;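 active means inhibition above the mean over all tested compounds plus 3 SD, cut at about 4.2% in these data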;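 further: 0% = DAX1-transfected cells with DMSO and 100% = empty-vector control cells with DMSO; inhibition shows as a rise in luminescence from relieved DAX1 repression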
# ADAM10 inh = human ADAM10 inhibitors, primary screen, biochemical, QFRET, HTS | Disintegrin and metalloproteinase domain-containing protein 10 (Homo sapiens), O14672 | recombinant ADAM10, EDANS/DABCYL FRET peptide cleavage, 3 h | inhibition, % at 7 µM | hit rate 0.62% among 370,000 | AID 720582, 2013;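 active means inhibition above a per-campaign cutoff equal to the mean of compounds falling between control-based bounds plus 3 SD, cut at about 20% in these data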;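 further: 0% = DMSO wells while the 100% control is not disclosed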
# GC-A act = GC-A stimulated cGMP production enhancers – HEK293 GC-A cells, cGMP TR-FRET, EC30 ANP, primary screen; 0% at EC30 ANP, 100% saturating ANP; activation, % at 10 µM; hit rate 0.14% among 370,000; AID 1671463, 2021; in the data active means activation above about 40%
# Target sequence (P16066 whole entry, looked up): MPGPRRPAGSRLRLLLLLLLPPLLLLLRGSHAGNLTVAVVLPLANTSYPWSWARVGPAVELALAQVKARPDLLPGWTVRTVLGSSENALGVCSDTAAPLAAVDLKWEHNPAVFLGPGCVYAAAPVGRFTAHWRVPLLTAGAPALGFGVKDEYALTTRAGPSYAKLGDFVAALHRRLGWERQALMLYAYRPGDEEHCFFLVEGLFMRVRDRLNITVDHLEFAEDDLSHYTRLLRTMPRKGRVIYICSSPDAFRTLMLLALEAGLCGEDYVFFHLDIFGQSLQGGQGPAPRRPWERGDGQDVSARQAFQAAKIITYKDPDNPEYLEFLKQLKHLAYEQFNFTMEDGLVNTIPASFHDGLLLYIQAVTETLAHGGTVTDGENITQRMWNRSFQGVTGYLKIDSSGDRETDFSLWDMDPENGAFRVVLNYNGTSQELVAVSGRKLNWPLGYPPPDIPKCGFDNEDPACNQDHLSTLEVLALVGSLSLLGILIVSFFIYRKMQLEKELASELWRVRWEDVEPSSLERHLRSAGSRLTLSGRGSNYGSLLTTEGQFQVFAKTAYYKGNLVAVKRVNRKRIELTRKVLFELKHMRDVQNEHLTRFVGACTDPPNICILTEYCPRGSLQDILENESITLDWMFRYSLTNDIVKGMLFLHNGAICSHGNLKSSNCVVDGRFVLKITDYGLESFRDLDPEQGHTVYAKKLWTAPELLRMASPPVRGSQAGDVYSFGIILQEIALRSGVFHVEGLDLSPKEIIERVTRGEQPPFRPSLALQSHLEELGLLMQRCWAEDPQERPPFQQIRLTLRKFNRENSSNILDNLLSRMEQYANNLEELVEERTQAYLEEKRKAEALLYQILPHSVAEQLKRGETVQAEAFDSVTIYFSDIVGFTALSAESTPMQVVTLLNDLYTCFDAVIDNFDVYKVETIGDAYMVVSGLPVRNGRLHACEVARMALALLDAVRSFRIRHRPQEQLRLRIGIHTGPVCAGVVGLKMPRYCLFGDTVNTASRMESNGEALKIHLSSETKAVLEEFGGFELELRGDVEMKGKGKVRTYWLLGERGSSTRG
# Starred values were filed as active, the others as inactive; . = not tested or not shown. An unsorted share of the library; about 6.8% have a hit in one of these screens.
SMILES,SMARCA2 act,hcDAF12 agonist,PG9 Ab binder,ADAM17 inh,ssDAF-12 act,hgDAF12 agonist,DAX1 inh-1,GAA850 FXN act,DAX1 inh-2,ADAM10 inh,GC-A act
Cc1ccc(C)c(S(=O)(=O)N2CCC(c3nc4c(nnn4Cc4ccc(F)cc4)c(=O)[nH]3)CC2)c1,1,-1.7,2.2,8,-0.7,-2.3,-0.5,-1.8,-0.4,9,-2
CCOc1ccccc1C(=O)Nc1ccccc1O,-2,0.7,-1.8,0,-1.0,0.5,-0.9,-0.1,-1.4,9,4
COCCNc1nc(NCCN2CCNC2=O)c2sc(-c3ccccc3)cc2n1,-2,-2.0,-0.9,-46,-1.4,-1.6,-1.4,0.7,.,-169,12
C[C@@H]1COc2cccc(N3CCSCC3)c2S(=O)(=O)N1,-4,0.8,-3.0,-5,-1.3,-1.9,3.3,.,.,-13,0
CC(=O)c1ccc(Nc2cnn(C34CC5CC(CC(CC(=O)O)(C5)C3)C4)c(=O)c2Cl)cc1,-1,1.3,-0.1,1,-1.3,2.1,-0.3,2.3,5.4*,4,1
CCC(C)[C@H](NC(=O)NCc1ccc(OC)c(OC)c1)C(=O)O (stereo not given in full),1,0.4,0.7,-2,-1.0,-2.8,0.7,-0.3,-0.9,1,0
CN(C)/C=C/C(=O)c1ccc(S(=O)(=O)c2ccccc2)cc1,-2,-2.3,-0.1,3,-1.9,-4.5,0.1,-1.5,0.7,8,2
CCOC(=O)CNC(=O)Cc1ccc(OC)cc1,-3,-1.6,-0.6,1,-1.0,0.0,0.1,0.8,-1.1,1,-1
CC(C)C(c1nnnn1CC1CCCO1)N1CCN(Cc2ccc3c(c2)OCO3)CC1 (stereo not given),0,0.6,-1.2,-2,-0.9,-1.5,-0.9,0.5,-0.2,1,0
Cc1csc(N(C(=O)Cc2ccccc2F)c2ccccc2)n1,1,0.3,-0.6,-2,-0.8,4.7,-0.9,-1.4,-0.6,-1,-6
CCOc1cccc(NC(=O)/C(C#N)=C\c2cn(CC(=O)O)c3ccccc23)c1,5,6.7*,-1.4,0,0.1,-1.2,0.0,-0.8,-1.0,5,-7
Cc1ccc(CNC(=O)C(=O)NCC2OCCN2S(=O)(=O)c2ccc(Br)cc2)cc1 (stereo not given),-5,-3.4,0.4,6,-1.8,-4.5,-5.9,-0.1,-0.5,6,3
O=C(Cc1ccccc1[N+](=O)[O-])Nc1ccccc1C(=O)N1CCOCC1,1,0.5,0.7,-1,-1.2,2.5,0.0,-0.3,-0.9,0,-6
O=S1(=O)C=C[C@H](COCc2ccccc2)N1,2,-1.1,0.2,-6,-0.9,1.4,-0.1,.,.,-9,0
COc1ccc(-c2cc(C(=O)NCC(C)C)no2)cc1,7,2.1,-0.1,0,0.3,9.8,2.0,1.9,3.0,-1,5
COc1cc2c(cc1OC)C(c1ccccc1Br)NC(=O)C2 (stereo not given),0,-1.7,-2.1,-5,-1.3,-3.1,-0.8,3.3,1.0,-1,6
O=C(C[n+]1cn(C(F)F)c2ccccc21)c1ccc(OC(F)F)cc1,-1,0.7,2.2,-6,-1.4,8.8,1.6,1.3,-0.3,-8,0
CCN(CC(=O)NCc1cccs1)CC(=O)Nc1cccc(S(N)(=O)=O)c1,-1,-0.7,-1.0,0,-1.0,-0.1,2.4,1.2,0.6,-11,2
COc1cc(C2C(C(C)=O)=C(O)C(=O)N2c2ccc(C)cc2)ccc1O (stereo not given),-1,-0.9,0.9,-4,-1.2,0.6,0.0,-1.6,1.4,3,-1
Cc1ccc(CONS(=O)(=O)c2cc(C)ccc2C)cc1,-3,0.4,0.1,3,-0.9,0.7,0.4,2.2,0.0,5,-3
CCOC(=O)c1c(C)nc2c(C#N)cnn2c1C,1,-1.1,-1.1,-20,-1.6,-0.8,-0.4,-2.4,-0.2,-70,0
Cc1cccc(N(CC(O)CON=C2c3ccccc3-c3ccccc32)S(C)(=O)=O)c1 (stereo not given),-2,-2.6,-1.3,8,-2.3,-1.8,-0.5,0.7,-1.6,9,-6
COc1ccc(C(C(=O)NCC2CCCO2)N(C(=O)Cn2nnc3ccccc32)c2ccc(NC(C)=O)cc2)c(OC)c1 (stereo not given),-2,-1.6,0.5,-2,-1.2,-0.7,-0.3,-1.8,-0.7,4,-4
Cc1ccc(C(=O)C2=C(O)C(=O)N(Cc3cccnc3)C2c2ccc(N(C)C)cc2)o1 (stereo not given),-4,0.0,0.8,-5,-0.1,2.0,-0.5,0.1,-0.6,-3,-3
CC1(C)Cc2c(cnn2-c2ccc(F)cc2)C(NC(=O)C(C)(C)O)C1 (stereo not given),2,0.4,-2.2,-2,-0.8,1.6,0.1,2.2,1.0,-2,1
COC(=O)CSc1nnc(C2COc3ccccc3O2)n1-c1ccccc1 (stereo not given),2,-1.6,-2.6,4,-0.7,2.3,0.2,-1.2,0.8,-8,-23
COc1ccc(OCc2n[nH]c(=S)o2)cc1,0,0.3,0.6,-3,-1.5,0.0,1.0,-1.5,1.3,-6,4
CCCCn1c(N)c(N(CC(C)C)C(=O)c2cc(S(=O)(=O)N3CCCCC3)ccc2C)c(=O)[nH]c1=O,0,-0.8,-0.5,-2,-0.8,2.1,-0.5,1.2,0.5,-10,0
CC(=O)c1cnc2c(-c3cccc(Br)c3)cnn2c1C,3,-1.0,6.3,4,-0.5,5.0,1.1,3.1,0.2,3,-2
Cc1nc(N)ncc1C(=O)Nc1ccccc1,1,0.1,1.4,0,-0.6,0.4,-0.5,-0.3,-0.1,-1,-2

# Results in ssDAF-12 act, DAX1 inh-2 and PG9 Ab binder, for 2 of the compounds above:
SMILES	ssDAF-12 act	DAX1 inh-2	PG9 Ab binder
CC1(C)Cc2c(cnn2-c2ccc(F)cc2)C(NC(=O)C(C)(C)O)C1 (stereo not given)	-0.8	1.0	-2.2
Cc1nc(N)ncc1C(=O)Nc1ccccc1	-0.6	-0.1	1.4

# More compounds:
SMILES,SMARCA2 act,hcDAF12 agonist,PG9 Ab binder,ADAM17 inh,ssDAF-12 act,hgDAF12 agonist,DAX1 inh-1,GAA850 FXN act,DAX1 inh-2,ADAM10 inh,GC-A act
Cc1cc(N2CCC[C@@H]2C)nc2ccccc12,.,-1.4,.,-27,-1.1,0.8,.,.,.,-64,7
O=C(CNC(=S)N(CCCN1CCOCC1)Cc1cccs1)NC1CCCCCCC1,2,-1.6,0.1,1,-1.5,-1.8,-0.2,4.1,-1.9,4,1
CC1CCC2(CC1)NC(=O)N(CC(=O)Nc1ccc3c(c1)OCCO3)C2=O (stereo not given),12*,2.3,-0.8,-3,-1.1,1.6,0.6,3.4,-0.3,-5,-3
COc1ccc(C(c2nnnn2C2CCCC2)N2CCC(C)CC2)cc1 (stereo not given),0,-0.6,-0.6,-2,-0.7,-0.4,-0.6,2.3,3.9,-1,-21
O=C(O)CCC(=O)N1CCN(S(=O)(=O)c2ccc3ccccc3c2)CC1,-4,-1.6,0.8,1,-1.3,2.0,0.1,-0.3,1.0,-7,-3
COc1ccccc1C(=O)NC(CCSC)C(=O)N1CCC(Cc2ccccc2)CC1 (stereo not given),0,-3.1,-0.6,4,-1.5,-1.4,-2.1,2.0,-2.4,8,-6
CCC(C)NC(=O)C1CCC(CNS(=O)(=O)c2ccccc2)CC1 (stereo not given),-3,-1.4,-1.6,-3,-0.5,-2.2,-0.1,0.4,-0.8,1,2
Cc1ccc(-c2nnc(Cc3ccc(Cl)cc3)o2)cc1,2,0.3,2.2,-1,-0.8,3.9,2.9,0.2,1.1,-19,-2
COc1cccc(S(=O)(=O)N(C)C[C@@H]2Oc3ncc(Br)cc3C(=O)N([C@H](C)CO)C[C@@H]2C)c1,-1,-1.7,2.0,-4,1.2*,-2.9,0.1,.,.,-6,2
Cc1ccc(N2CCN(S(=O)(=O)N(C)C)CC2)cc1C,-1,-1.6,-0.4,-3,-0.6,-0.9,-0.2,0.5,-0.7,1,1

# Some of these compounds in order of SMILES length, high to low:
SMILES,SMARCA2 act,hcDAF12 agonist,PG9 Ab binder,ADAM17 inh,ssDAF-12 act,hgDAF12 agonist,DAX1 inh-1,GAA850 FXN act,DAX1 inh-2,ADAM10 inh,GC-A act
CCOc1cccc(NC(=O)/C(C#N)=C\c2cn(CC(=O)O)c3ccccc23)c1,5,6.7*,-1.4,0,0.1,-1.2,0.0,-0.8,-1.0,5,-7
O=C(CNC(=S)N(CCCN1CCOCC1)Cc1cccs1)NC1CCCCCCC1,2,-1.6,0.1,1,-1.5,-1.8,-0.2,4.1,-1.9,4,1
CN(C)/C=C/C(=O)c1ccc(S(=O)(=O)c2ccccc2)cc1,-2,-2.3,-0.1,3,-1.9,-4.5,0.1,-1.5,0.7,8,2
COC(=O)CSc1nnc(C2COc3ccccc3O2)n1-c1ccccc1 (stereo not given),2,-1.6,-2.6,4,-0.7,2.3,0.2,-1.2,0.8,-8,-23
Cc1ccc(N2CCN(S(=O)(=O)N(C)C)CC2)cc1C,-1,-1.6,-0.4,-3,-0.6,-0.9,-0.2,0.5,-0.7,1,1
O=S1(=O)C=C[C@H](COCc2ccccc2)N1,2,-1.1,0.2,-6,-0.9,1.4,-0.1,.,.,-9,0

# Next part.
SMILES,SMARCA2 act,hcDAF12 agonist,PG9 Ab binder,ADAM17 inh,ssDAF-12 act,hgDAF12 agonist,DAX1 inh-1,GAA850 FXN act,DAX1 inh-2,ADAM10 inh,GC-A act
CC(NCC(=O)Nc1ccccc1C(=O)NC1CC1)c1ccccc1Cl (stereo not given),-2,0.1,2.0,-3,-1.9,-1.4,0.0,-1.1,0.7,-8,-3
Cc1cc(C)cc(OCC(=O)N2CCCCCC2)c1,-1,0.0,0.1,-7,-1.5,-0.8,-0.8,0.4,0.9,-9,-1
Cn1c(OCc2cccnc2)nc2c1c(=O)n(Cc1ccc(F)cc1)c(=O)n2C,0,-0.5,0.1,-2,-1.2,-2.6,-0.6,-0.3,3.6,7,-5
Cc1ccc(C(=O)N2CCN(c3cc4c(cc3[N+](=O)[O-])n(C)c(=O)n4C)CC2)cc1,-2,-4.2,1.1,-4,-1.7,-2.7,-1.2,0.0,-1.6,4,-6
COc1cc(CN2CCCC(C(=O)c3ccc(C(C)(C)C)cc3)C2)cc(OC)c1O (stereo not given),-1,-1.0,-2.3,0,-0.7,0.7,0.2,-0.8,-0.3,12,-2
CC(=O)c1ccc(N2CCN(C(=S)Nc3cc(C)ccc3C)CC2)cc1,-2,-0.4,12*,-2,-1.1,2.0,-0.5,0.3,-0.6,-12,2
